# Screens as filed in PubChem BioAssay.
# NR2E3 ag-1 – NR2E3 (human) agonism; Q9Y5X4; GST-NR2E3/biotin-RetCOR TR-FRET, 1536-well; inhibition of corepressor binding, % at 4.78 µM; 320,000 compounds, 0.12% hits; AID 2300;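 active means percent inhibition above the cutoff of mean plus 3 SD of all tested compounds, set per screening campaign, cut at about 20% in these data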;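 further: 0% = DMSO wells and 100% = biotin wells as full block of FRET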
# Target sequence (Q9Y5X4 whole entry, looked up): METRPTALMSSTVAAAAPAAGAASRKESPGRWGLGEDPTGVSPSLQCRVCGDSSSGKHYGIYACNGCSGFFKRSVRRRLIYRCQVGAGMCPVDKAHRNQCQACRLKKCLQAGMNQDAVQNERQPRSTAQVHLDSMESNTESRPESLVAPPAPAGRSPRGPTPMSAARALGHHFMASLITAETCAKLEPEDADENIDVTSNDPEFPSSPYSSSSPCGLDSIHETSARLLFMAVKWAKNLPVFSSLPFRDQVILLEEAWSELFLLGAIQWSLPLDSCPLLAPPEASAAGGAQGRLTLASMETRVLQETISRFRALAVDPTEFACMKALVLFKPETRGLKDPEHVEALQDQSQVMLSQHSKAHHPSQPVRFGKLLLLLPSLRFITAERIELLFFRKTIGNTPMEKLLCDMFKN
#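 System: GST-NR2E3 and biotin-RetCOR proteins; probe or stimulus: 7 nM biotin-RetCOR; doses: compound at 4.8 µM, single dose; schedule: Compound–protein incubation for 5 h at 4 °C; detection: time-resolved FRET; read-out: percent inhibition; controls: biotin wells as high control, 0.6% DMSO wells as low control; format: 1536-well plates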
# Cardio protect – modulators protecting cardiomyocytes from myocardial damage; H9c2 cardiomyocytes, H2O2 injury protection, ATPLite, 2 h; protection from H2O2 cell death, % at 20 µM; 360,000 compounds, 0.63% hits; AID 588492;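 active means compounds giving at least 50% protection of heart cells from peroxide-induced death in the single-dose screen, raw or plate-pattern-corrected value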;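 further: 0% = DMSO wells with peroxide and 100% = DMSO wells without peroxide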
# Shn3 inh set2 – inhibitors of Schnurri-3 3'UTR reporter in osteoblasts | Clone20 osteoblast Shn3 3'UTR firefly luciferase, 24 h | inhibition, % at 12.5 µM | 360,000 compounds, 0.52% hits | AID 588674;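 active means mean inhibition of at least 75% with every replicate also reaching 75%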;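 further: 0% = median of neutral control wells and 100% = pilot-screen positive control compound; some compounds past the cut are filed as inactive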
# CaV13 FRET inh – Disruptors of the CACNA1D IQ motif to Ca2+-dependent inactivation inhibitor domain association, primary screening, Förster resonance energy transfer in intact living … | inhibition, % at 12.3 µM | HEK cells, CFP/YFP FRET ICDI-IQ, plate reader, 10 min; percent FRET-ratio fall versus neutral wells | 340,000 compounds, 0.098% hits;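 active means mean replicate inhibition of at least 30% and at least 1% of replicates passing that level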;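 further: 0% = median of the neutral control wells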
# TRPM1 prom inh – inhibitors of MITF-driven TRPM1 promoter in melanoma cells. SK-MEL-5 TRPM1 promoter luciferase, 24 h. inhibition, % at 12.5 µM. 330,000 compounds, 0.83% hits;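 active means mean inhibition across replicates of 60% or more, whatever share of single replicates reaches that level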; further: values of inactives mirror those of a sister screen read the other way
# Peg3 prom inh – inhibitors of Peg3 promoter; HeLa PEG-Prom luciferase reporter, luminescence, overnight; inhibition, % at 20 µM; 360,000 compounds, 1.7% hits; AID 588405;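 active means inhibition of at least 50% at 20 µM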
# HIF-2a inh – blocks HIF-2a reporter activity; 360,000 compounds, 0.72% hits; AID 624352; inhibition, % at 18.8 µM; 786-0 RCC cells HIF-2a reporter, luciferase luminescence, overnight;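 active means inhibition of the luminescence signal of 40% or more relative to plate controls, in a single-dose primary screen at 18.75 µM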
# NR2E3 ag-2 – human photoreceptor-specific nuclear receptor agonism; AID 602229; Q9Y5X4; inhibition of corepressor binding, % at 3.98 µM; CHO-S Gal4-NCOR/VP16-NR2E3 two-hybrid, luciferase; 360,000 compounds, 0.35% hits;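 active means inhibition above the mean of all tested compounds plus 3 SD, cut at about 70% in these data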;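 further: 0% = DMSO with NR2E3 transfected cells and 100% = cells lacking NR2E3 construct; higher means lower luciferase signal from less NR2E3 corepressor binding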
# hiPSC survival – increases survival of single human iPS cells. hiPSC single-cell survival, ATPlite luminescence; 100% = ROCK inhibitor wells, 0% = DMSO. survival enhancement, % at 20 µM. 360,000 compounds, 0.044% hits; in the data active means survival enhancement above about 18%;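 further: cells exposed to compounds for 16 hours before the ATP read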
# PDI turbidity – inhibitors of human protein disulfide isomerase; PDI insulin aggregation turbidity, A650, 90 min; P07237; 350,000 compounds, 0.052% hits; inhibition, % at 10 µM; AID 588391;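 active means mean inhibition across replicates of 30% or more, whatever share of single replicates reach that level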;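 further: absorbance from insulin aggregation driven by PDI reduction with DTT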
# HTR2A ag – agonists of mouse serotonin 5-HT2A receptor (HTR2A); P35363; CHO-K1 mHTR2A beta-arrestin complementation, luminescence; percent of 30 µM serotonin response; activation, % at 7.6 µM; 360,000 compounds, 0.66% hits; AID 624169;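 active means activation above a run cutoff, the mean activation of all tested compounds plus 3 SD, cut at about 14% in these data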;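 further: 0% = plate median of compound wells and 100% = 30 µM serotonin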
# Target sequence (P35363 whole entry, looked up): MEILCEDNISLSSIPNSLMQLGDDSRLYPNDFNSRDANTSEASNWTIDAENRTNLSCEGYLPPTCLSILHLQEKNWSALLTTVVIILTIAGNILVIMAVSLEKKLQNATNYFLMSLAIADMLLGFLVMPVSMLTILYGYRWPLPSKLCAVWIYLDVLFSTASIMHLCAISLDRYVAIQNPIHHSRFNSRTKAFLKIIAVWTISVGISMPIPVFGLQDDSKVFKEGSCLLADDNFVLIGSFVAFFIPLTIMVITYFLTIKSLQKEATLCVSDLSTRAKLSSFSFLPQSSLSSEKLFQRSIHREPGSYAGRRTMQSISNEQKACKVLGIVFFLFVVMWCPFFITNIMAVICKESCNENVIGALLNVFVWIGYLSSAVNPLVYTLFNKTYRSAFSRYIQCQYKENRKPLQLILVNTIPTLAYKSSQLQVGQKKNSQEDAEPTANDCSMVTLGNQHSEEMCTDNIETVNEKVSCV
# * hit, by the source's call; i = inactive; . = not tested or not shown.
SMILES,NR2E3 ag-1,Cardio protect,Shn3 inh set2,CaV13 FRET inh,TRPM1 prom inh,Peg3 prom inh,HIF-2a inh,NR2E3 ag-2,hiPSC survival,PDI turbidity,HTR2A ag
CCOC(=O)c1ccc(-c2c(-c3ccc4c(c3)OCO4)noc2-c2ccsc2)cc1F,3.2,3.6,-6.1,-9.2,-8.8,8.1,5.2,-11.6,-0.6,1.0,5.1
O=C(NCCCN1CCOCC1)c1onc(CSc2nc3ccccc3[nH]2)c1C(=O)NCCCN1CCOCC1,-0.7,3.6,0.1,-11.2,-3.7,-4.9,10.0,-22.3,-1.1,-10.3,-2.2
Cc1ccc(NC(=O)c2nc3nccc(C)n3n2)cc1S(=O)(=O)N1CCCCC1,.,3.8,-50.2,-6.0,-38.2,-100.2,-140.8,-14.2,0.8,-0.3,-5.1
COC(=O)c1ccc(CSc2nnc(NC(=O)C3CC(=O)N(c4ccc5c(c4)OCCO5)C3)s2)cc1 (configuration not stated),-0.7,-4.9,18.5,-1.7,4.8,-3.4,10.9,-25.7,0.0,8.7,2.4
O=C1OC(Nc2ccc3ncccc3c2)c2ccccc21 (configuration not stated),-0.7,-8.7,-18.1,.,5.0,28.7,-11.6,-29.7,-0.5,2.5,-1.2
CCN(CC)S(=O)(=O)c1cc(NC(=O)c2ccc(-n3cncn3)c([N+](=O)[O-])c2)ccc1C,2.4,-6.0,31.1,-2.3,21.7,4.8,7.1,-18.2,1.0,-5.4,0.2
C[C@H]1COC(=O)[C@H](Cc2ccc(F)cc2)C/C=C\C[C@H](CC(=O)NCCO)C(=O)N1,.,5.9,14.2,-4.3,-3.6,-3.6,5.1,-22.2,-1.3,3.7,-0.9
NNC(=O)c1sc2cc(C(F)(F)F)cnc2c1-c1cccnc1,4.8,9.6,25.7,0.1,1.3,14.2,16.8,-1.1,-0.7,10.0,2.3
CC1CCCCN1C(=O)CSc1nnc(-c2ccco2)o1 (configuration not stated),4.8,-0.3,-51.5,-4.1,-68.6,-145.0,-152.0,-50.2,0.6,-29.9,0.5
O=C(Cn1c(CO)nc2ccccc21)Nc1ccc2c(c1)OCCCO2,-0.3,-5.2,-2.4,-2.2,-1.0,3.9,8.1,-18.0,-2.0,4.5,6.0
COC(=O)c1ccc(/C=C2/SC(=S)N(CCCC(=O)Nc3ccc(O)cc3)C2=O)cc1,6.3,-1.7,-14.6,-6.9,15.5,83.8*,58.3*,2.6,-0.4,-3.4,11.4
Cc1cc2nc(-c3cccnc3SCC(=O)NC(C)C)[nH]c2cc1C,3.4,-15.1,-38.0,-2.7,-29.8,-212.8,-257.2,-79.1,-0.6,-11.7,-1.5
C=C(C)CSc1nc2c(cc1C#N)CCC2,-3.0,8.8,3.9,.,-0.4,1.2,-6.0,-10.9,2.3,-14.6,-3.8
COCCN(C(=O)COC(=O)c1cnc(C)cn1)c1c(N)n(Cc2ccccc2)c(=O)[nH]c1=O,-0.8,3.9,8.4,-6.0,-4.6,1.7,-10.4,8.8,0.2,-2.1,3.8
CCOC(=O)c1[nH]c2c(c1C)C(=O)CC(c1ccc(OCC)c(OC)c1)C2 (configuration not stated),-1.2,-5.5,32.0,.,-8.5,3.4,3.1,-45.4,0.6,-3.1,-7.3
O=C(N/N=C/c1ccncc1)c1sc2ccccc2c1Cl,0.6,-0.3,-23.3,-7.1,-22.5,-26.5,-69.2,-11.7,0.8,2.0,-2.6
COc1cccc(CC2(CO)CCCN(Cc3cn[nH]c3-c3cc(C)ccc3C)C2)c1 (configuration not stated),-2.6,3.6,-3.8,-0.8,10.4,7.0,8.7,2.2,-1.1,3.7,-0.7
CCCOc1ccc(C(=O)NC(=S)N2CCN(c3cc4c(cc3F)c(=O)c(C(=O)O)cn4CC)CC2)cc1,1.0,-8.8,10.4,-4.1,15.5,22.1,3.2,-6.9,-0.6,9.4,1.4
C#CCOCCOCCOCCNc1nc(N2CCN(C(=O)Cn3cc(CCO)nn3)CC2)nc(N2CCN(C(=O)Cn3cc(CC(C)O)nn3)CC2)n1 (configuration not stated),.,-3.3,-12.1,-5.9,-8.5,-13.1,8.8,17.6,-3.1,-8.8,0.1
COc1ccc(-c2onc(C)c2-c2ccc(C(=O)OC(C)C)o2)c(O)c1,3.4,-7.0,4.3,.,5.5,15.7,13.9,12.2,-3.5,-2.3,-0.2
O=C1c2cccc3c2N(CCC3)C(=O)C1(F)c1ccccc1 (configuration not stated),1.5,5.5,-83.0,-5.1,.,16.0,21.4,-17.4,-0.4,4.2,-1.2
COc1ccccc1N(C)S(=O)(=O)c1ccc(C(=O)NCC(c2ccco2)N2CCCCC2)cc1 (configuration not stated),.,9.5,16.0,-1.9,-14.6,1.4,14.7,8.0,-0.3,29.6,-15.5
COc1ccccc1NC(=O)NNC(=O)CCc1ccccc1,0.3,1.6,2.6,-8.3,0.3,-0.4,1.5,9.0,-0.4,-0.3,-0.5
NCCCCCNC(=O)/C=N\O,-2.8,1.3,5.0,-8.0,14.8,6.3,18.1,-6.6,-1.6,0.5,0.2
COCCn1cnnc1SCC(=O)Nc1sc2c(c1C#N)CCC2,-0.6,3.4,5.5,-5.8,-2.7,-8.1,3.0,1.2,-0.9,3.5,17.3*

# Results in CaV13 FRET inh, for three of the compounds above:
molecule | CaV13 FRET inh
CCN(CC)S(=O)(=O)c1cc(NC(=O)c2ccc(-n3cncn3)c([N+](=O)[O-])c2)ccc1C | -2.3
C[C@H]1COC(=O)[C@H](Cc2ccc(F)cc2)C/C=C\C[C@H](CC(=O)NCCO)C(=O)N1 | -4.3
NNC(=O)c1sc2cc(C(F)(F)F)cnc2c1-c1cccnc1 | 0.1

# (more compounds)
SMILES,NR2E3 ag-1,Cardio protect,Shn3 inh set2,CaV13 FRET inh,TRPM1 prom inh,Peg3 prom inh,HIF-2a inh,NR2E3 ag-2,hiPSC survival,PDI turbidity,HTR2A ag
Cc1ccc(OCC(=O)Nc2ccc3c(c2)OCCO3)cc1C,0.0,-7.3,26.1,1.4,14.0,-71.3,-60.5,50.0,-1.2,1.6,-0.7
Cc1cccc(C(=O)NCC(=O)N2CC=C(c3ccccc3)CC2)c1,1.8,-5.6,6.5,-14.8,-1.8,-0.1,-29.1,-7.4,0.6,-6.4,-12.6
COc1cc(OC)cc(-n2nnnc2SCC(=O)NC2CCCC2)c1,2.9,8.6,8.4,.,3.8,17.1,3.5,-37.9,-0.5,2.1,0.3
C(=N\N1CCN(C2c3ccccc3-c3ccccc32)CC1)/c1ccccn1,1.8,-7.0,2.0,.,5.3,2.6,-3.0,-36.5,-3.3,4.7,-3.6
CC(C)(C)c1ccc(-c2csc(NC(=O)CN3C(=O)NC4(CCCCC4)C3=O)n2)cc1,0.5,-5.1,18.2,-5.2,-8.6,-45.3,-64.5,-27.4,-1.5,-5.9,2.2
COc1ccc(CN2C(=O)c3cccnc3C2=O)cc1S(=O)(=O)N1CC(C)Oc2ccccc21 (configuration not stated),0.2,6.6,15.5,-4.3,3.6,-7.3,4.2,-1.7,-0.2,-2.2,9.7
CC1(C(=O)Nc2ccc3c(c2)OCCO3)CCN1Cc1csc2ccccc12 (configuration not stated),.,-1.1,9.9,-4.3,.,11.1,-5.9,7.0,0.9,9.5,-4.0
COc1ccc(-n2nc(C(=O)NCC(=O)N3CCCC(C)C3)c3ccccc3c2=O)cc1Cl (configuration not stated),1.9,4.2,-9.1,-3.5,-62.9,-23.1,-115.1,-25.7,-0.4,3.4,-4.0
Cc1cc(Cl)ccc1C(O)c1ncc(-c2ccc3ccccc3c2)[nH]1 (configuration not stated),.,-2.3,-1.0,-5.1,.,18.5,-11.5,-2.4,4.5,-2.8,0.0
Cc1ccc(OCC(=O)Nc2ccc(Cl)cc2)c([N+](=O)[O-])n1,5.3,-9.9,-104.1,-2.4,-107.0,i,-299.9,-61.3,-1.6,0.0,6.5
CCCOc1ccc(Cc2nn[nH]n2)cc1,-0.3,5.5,0.2,-1.3,-8.1,11.4,16.1,7.4,2.4,-22.4,0.2
O=C(NC1=NCCS1)c1ccc(Cl)c(S(=O)(=O)N2CCCC2)c1,-5.1,-1.8,-8.7,-1.9,6.2,-1.0,-17.8,-7.1,1.2,-0.5,5.5
CCN(Cc1ccccc1)C(=O)c1cc2cc(OC)c(OC)cc2[nH]1,-0.4,-0.5,11.4,-19.9,-7.4,-7.0,-11.3,-32.9,-0.5,-13.0,-3.2
CC(C)c1nc(SCC(=O)Nc2cccc(S(N)(=O)=O)c2)n[nH]1,-0.6,-6.3,-1.8,-5.2,6.0,-19.3,-11.0,-1.6,-2.9,-5.8,1.2
c1ccc2nc3c(nc2c1)CCc1nonc1-3,-2.0,1.9,1.9,-8.4,-16.2,3.2,8.5,-19.9,0.7,-2.4,0.9
Cc1ccc(/C=N/NC(=O)c2ccc(C(=O)N/N=C/c3ccc(C)s3)o2)s1,-2.0,6.6,-11.0,-2.5,-22.9,-21.5,-27.2,11.2,-2.5,0.0,-2.2
CS(=O)(=O)N(CC(=O)NC1CCCC1)C1CCCCC1,4.4,-7.8,-5.6,-4.6,15.6,-0.5,0.5,-11.6,1.7,-3.0,2.1
Cc1ccsc1C(=O)OCc1csc(-c2ccccc2)n1,2.2,-34.8,-16.3,.,-7.5,-106.1,-256.9,-180.8,-2.8,1.7,-1.1
CS(=O)(=O)N(CC(=O)N1CCCCC1)Cc1ccc(Cl)cc1,0.6,-2.9,26.5,-4.5,-11.7,26.9,3.9,-13.8,-2.4,3.4,0.9
COc1cc(NC(=S)N2CCN(CCO)CC2)c(OC)cc1Cl,0.2,0.6,4.4,-9.0,9.0,8.7,13.3,-5.8,0.3,-3.3,2.5
CC(=O)Oc1ccc(C(=O)Nc2nccs2)cc1,-0.2,-9.6,13.7,-6.8,.,-123.9,-150.5,-30.2,-0.5,-15.4,-0.7
COc1ccc(OC)c(Nc2nc(-c3sc(N)nc3C)cs2)c1,3.1,8.1,-25.6,-4.9,-4.7,17.6,9.4,-14.6,-1.2,3.0,-1.6
O=C(NCC1CCCO1)c1nn2cccnc2c1Cl (configuration not stated),2.4,18.0,-27.2,-5.3,-1.2,-40.0,-73.1,-38.5,2.8,3.6,0.0
Cc1cccc[n+]1CC(=O)c1ccc2c(c1)OCCO2,-1.4,5.7,4.2,-7.1,-6.9,-1.1,-0.9,-4.3,-1.5,-4.3,3.2
Cc1nc2ccccn2c1C(=O)C(=O)Nc1cc(F)ccc1F,-0.8,6.1,-0.3,-5.9,-17.8,-47.6,-52.5,-24.4,0.8,3.3,-1.0

# This is a random part of the collection. About 3.9% of those tested had a hit in this group.
